# Bioassay records from PubChem BioAssay.
# eIF4E-4G inh: blocks eIF4E binding to eIF4G; inhibition, % at 21.7 µM; AID 782; TR-FRET eIF4E-eIF4GI(517-606) binding, 2 h; actives 0.37% (n = 220,000); P63073+Q04637;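 active = inhibition above about 30%, limit read from the data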;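 note: 0% = full FRET control wells and 100% = background wells lacking eIF4GI fragment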
# 14-3-3 Bad inh: disrupts binding of bovine 14-3-3 zeta to phospho-Bad peptide. P63103. TR-FRET 14-3-3zeta/Dy647-pBad peptide displacement, 1 h. inhibition, % at 21.7 µM. actives 0.71% (n = 220,000);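 active = inhibition above about 70%, limit read from the data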;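 note: 0% = full 14-3-3 plus peptide FRET controls and 100% = background without 14-3-3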
# Target sequence (P63103 whole entry, looked up): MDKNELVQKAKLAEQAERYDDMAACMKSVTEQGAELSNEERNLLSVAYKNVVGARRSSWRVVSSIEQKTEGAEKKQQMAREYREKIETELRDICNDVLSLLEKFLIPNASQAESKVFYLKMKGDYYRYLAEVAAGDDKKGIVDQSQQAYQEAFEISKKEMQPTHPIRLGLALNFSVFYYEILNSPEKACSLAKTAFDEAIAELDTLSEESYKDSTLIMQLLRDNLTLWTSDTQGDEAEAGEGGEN
# TbHK1 inh: blocks Trypanosoma brucei hexokinase 1 activity; actives 0.11% (n = 220,000); AID 1430; recombinant TbHK1, G6PDH-coupled NADH A340; inhibition, % at 10 µM;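 active = inhibition of 50% or more in the single-dose primary screen; inactive = inhibition below 50%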
# L929 necroptosis: blocks zVAD induced death of L929 cells. actives 0.38% (n = 220,000). viability rescue, % at 10 µM. L929 zVAD necroptosis rescue, ATP luminescence, 24 h; with zVAD 60 µM;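 active = activation, scaled between plate controls, above about 75%, limit read from the data; inactive = activation under that limit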;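 note: 0% = zVAD with DMSO and 100% = DMSO alone without zVAD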
# EP2 mod: modulates human prostaglandin E2 receptor EP2 signaling | P43116 | EP2-expressing cells, cAMP HTRF FRET, PGE2 co-stimulation | induction, % at 25 µM | actives 0.83% (n = 260,000) | AID 940;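 active = compounds whose cAMP rise, as percent of the full-agonist control response, exceeds 60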;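 note: rat C6 glioma line stably carrying human EP2 under a CMV promoter; the protocol text gives 20 µM as final concentration; 100% = response of wells given 1 µM PGE2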
# Calpain2 inh: calpain II (pig) inhibition; purified calpain II, fluorogenic peptide substrate, 30 min; inhibition, % at 16 µM; actives 0.37% (n = 220,000); AID 1236;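 active = inhibition above about 50%, limit read from the data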
# EP2 antag: EP2 receptor (human) inhibition | P43116 | C6 glioma cells expressing human EP2, cAMP TR-FRET; cells stimulated with saturating PGE2 | inhibition, % at 25 µM | actives 0.52% (n = 260,000) | AID 1422;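 active = percent inhibition above 40 after rounding to a whole number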;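 note: rat C6 glioma host cells with rolipram phosphodiesterase inhibitor present; the protocol text gives 20 µM as final concentration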
# Rad51 HR inh: blocks human Rad51 in homologous recombination; hRad51 DNA strand exchange, fluorescence dequenching; inhibition, % at 10 µM; actives 0.085% (n = 200,000); AID 1385;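 active = inhibition above 40% at the single screening dose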;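 note: 0% = DMSO control wells and 100% = blanks with heterologous ssDNA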
# Target sequence (Q06609 whole entry, looked up): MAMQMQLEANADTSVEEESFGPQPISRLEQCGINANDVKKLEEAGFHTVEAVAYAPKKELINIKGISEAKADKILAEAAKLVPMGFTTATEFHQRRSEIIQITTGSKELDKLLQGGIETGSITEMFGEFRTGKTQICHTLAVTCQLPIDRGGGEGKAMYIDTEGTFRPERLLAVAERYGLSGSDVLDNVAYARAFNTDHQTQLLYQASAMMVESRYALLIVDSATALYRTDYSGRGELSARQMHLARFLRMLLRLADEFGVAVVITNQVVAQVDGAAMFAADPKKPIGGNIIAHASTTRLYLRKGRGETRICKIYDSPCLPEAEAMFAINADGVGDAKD
#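 Material: hRad51 filaments on single-stranded DNA; Reagent: Donor/quencher-labelled 47-bp dsDNA substrate; Compound: 10 µM final, single point; Schedule: 37 °C 15-min filament assembly, 30-min compound preincubation, 15-min exchange; Technique: FRET fluorescence, excitation 485 nm, emission 520 nm; Benchmarks: control wells and blank wells on each plate.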
# Hck Nef HTS: inhibitors of human Hck kinase activated by Nef; Recombinant Hck-YEEI plus Nef, Z-Lyte FRET kinase assay; inhibition, % at 20 µM; actives 0.68% (n = 220,000); AID 463187;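 active = Hck-Nef kinase inhibition above about 50%, limit read from the data; inactive = inhibition below that limit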;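 note: 0% = DMSO with Hck plus Nef and 100% = Hck alone without Nef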
# Target sequence (P08631 whole entry, looked up): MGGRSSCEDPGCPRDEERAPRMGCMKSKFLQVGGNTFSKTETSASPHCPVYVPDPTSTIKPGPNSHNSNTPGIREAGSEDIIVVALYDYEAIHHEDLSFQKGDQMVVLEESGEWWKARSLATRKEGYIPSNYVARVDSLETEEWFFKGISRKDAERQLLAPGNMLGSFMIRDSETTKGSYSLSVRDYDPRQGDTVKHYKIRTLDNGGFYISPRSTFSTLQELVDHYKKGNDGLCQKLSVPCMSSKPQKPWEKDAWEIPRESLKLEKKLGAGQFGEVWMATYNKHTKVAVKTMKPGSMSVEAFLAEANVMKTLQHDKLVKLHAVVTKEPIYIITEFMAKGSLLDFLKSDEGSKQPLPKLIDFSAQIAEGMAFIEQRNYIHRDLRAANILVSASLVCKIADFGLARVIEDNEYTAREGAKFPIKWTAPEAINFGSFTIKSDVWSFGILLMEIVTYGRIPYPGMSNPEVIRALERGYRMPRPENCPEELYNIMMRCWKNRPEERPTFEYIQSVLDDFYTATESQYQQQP
# * hit, by the source's call; i = inactive; . = no result given; & = joins results of further samples; [ ] = another dose, or the depositor's remark.
SMILES,eIF4E-4G inh,14-3-3 Bad inh,TbHK1 inh,L929 necroptosis,EP2 mod,Calpain2 inh,EP2 antag,Rad51 HR inh,Hck Nef HTS
C=CCOc1c(Br)cc(/C=N/O)cc1OCC,19,11[fluorescence artefact?],-2,0.2,31,-2,2,-22,7
CN(CCc1ccccn1)S(=O)(=O)c1ccccc1F,.,.,-4,0.6,.,.,10,0,0
CCc1nnc(NC(=O)c2cc(-c3cccnc3)nc3ccccc23)s1,-1,7,-11,3.5,25,-7,7,-4,10
COC(=O)c1nc2n(n1)C(c1cccc(Cl)c1)C1=C(CC(C)(C)CC1=O)N2 (stereo not given),1,6,-19,-0.1,5,-35,9,3,16
COc1ccc2cc(C3CC(c4cccs4)=NN3S(C)(=O)=O)c(Cl)nc2c1 (stereo not given),18,-1,-10,0.7,-21,-34,3,-19,3
COc1ccccc1-c1cc(C2CC2)nc(N)c1C#N,12,-8[fluorescence artefact?],7,-0.1,59,-76,8,-1,2
Cc1nnc(CN(C)Cc2cn[nH]c2-c2ccc(-c3ccccc3)cc2)o1,1,-16,0,2.5,5,-4,2,.,-4
CC1CCc2c(sc3nn[nH]c(=O)c23)C1 (stereo not given),-3,-11,-11,0.3,13,15,-3,-2,-4
CN1CCN(CCN2CCn3c2nc2ccccc23)CC1,-4,13,2,-0.3,-1,19,9,2,2
O=C(Nc1cccc(-c2nnc(-c3ccccc3)o2)c1)C1CC1,-1,6,8,1.4,-33,35,15,0,-1
CCNC(=S)NNC(=O)c1cc(CC(C)C)nc2ccccc12,-3,-2,-1,0.9,17,-18,8,6,-1
CCCCOc1ccc(C(=O)NCCC(=O)NCCCC(=O)OCC)cc1,-7,0,-4,0.5,22,-15,6,26,18
CNC(=S)N(Cc1cccs1)Cc1cc2ccc(OC)cc2[nH]c1=O,-5,-7[fluorescence artefact?],16,0.6,-35,-7,13,6,4
CCCC(=O)Nc1nnc(COC)s1,1,-9,4,0.0,-2&6,-31,13&9,5,0
COc1ccc(OC)c(C(=O)Cn2nnc(-c3ccc(N4CCOCC4)cc3)n2)c1,-6,1,-11,0.0,-5,-76,4,12,24
COCCn1nnnc1CN(Cc1cccnc1)Cc1cc2cc(OC)ccc2[nH]c1=O,0,-7,-9,0.4,20,-46,-2,1,2
N=c1c2c(-c3ccccc3)c(-c3ccccc3)n(Cc3ccco3)c2ncn1CCCO,5,3,19,1.3,-50,0,7,-11,6
O=C(NCC1CCCO1)C(c1ccc(N2CCOCC2)cc1)N(C(=O)Cn1nnc2ccccc21)c1ccccc1F (stereo not given),0,-12,-3,-0.2,1,-17,4,-61,-73
O=C(COC(=O)c1ccccc1NC(=O)c1ccco1)NC1CC1,0,46,4,0.0,-11,15,1,-9,-28
O=c1cc(CO)oc(CN2CCC(Cc3ccccc3)CC2)c1O,-3,-7,-1,0.1,-6,-15,15,.,3
Cc1nn(CC(=O)Nc2ccccn2)c(=O)c2ccccc12,-6,-5,12,-0.2,3,-27,8,-7,10
CCN(CC)S(=O)(=O)c1cccc(C(=O)N2CCCCC2)c1,-5,-4,-3,-0.8,-8,-10,21,-2,6
Cc1ccc(OCCn2cc(C(=S)N3CCCC3)c3ccccc32)cc1C,0[fluorescence artefact?],-20,7,-0.1,13,1,10,-7,-1
C=CCn1c(O)c(N=NC(=S)Nc2ccccc2C)c2cc(S(=O)(=O)N3CCOCC3)ccc21,-4[fluorescence artefact?],-2,-13,.,9,-74,5,.,-8
NCC12CC3CC(C1)CC(c1ccc(Cl)cc1)(C3)C2,3,5,7,22,-26,-32,9,-3,11
CCOc1cc(/C=C2\CCCC(C(=O)C(F)(F)F)=C2O)ccc1O,2,3,-4,0.8,36,2,10,.,3
COC(=O)c1ccc(COC(=O)c2ccc(CS(=O)(=O)c3ccc(C)cc3)cc2)cc1,-7,8[fluorescence artefact?],3,-0.3,-12,-2,12,-5,9
COc1ccc(C2Nc3ccccc3C(=O)N2c2ccc(C)cc2)cc1Cn1nnc2ccccc21 (stereo not given),3[fluorescence artefact?],2[fluorescence artefact?],0,-0.4,22,-188,-1,3,1
CCN1CCN(Cc2cccc(Oc3ccccc3)c2)CC1,14[fluorescence artefact?],67,-6,-0.5,11,19,.,10,0
CCCn1nc2cc(C(=O)NCc3ccc(OC)cc3)ccc2c1OCC,9,27,2,0.1,-20,i,9,8,2
Cc1cc(C)c(C(=O)COC(=O)CCNS(=O)(=O)c2c(Cl)cccc2Cl)cc1C,2[fluorescence artefact?],27[fluorescence artefact?],34,-0.1,-40,51*,5,-3,0
COC(=O)c1ccccc1NC(=O)Nc1cnccn1,4[fluorescence artefact?],-3[fluorescence artefact?],-2,.,0,-1,6,0,-7
Cc1ccc(NCC(O)Cn2cnc3c2c(=O)n(C)c(=O)n3C)cc1 (stereo not given),4,-7,-5,0.3,-2,-14,9,-4,6
COc1ccccc1CNC(=O)CC(NS(=O)(=O)c1ccc(C)cc1)c1ccco1 (stereo not given),2[fluorescence artefact?],-12,38,-0.2,24,-32,17,7,1
CC(C)(C)NC(=O)NC(=O)COc1ccccn1,-22[fluorescence artefact?],-15[fluorescence artefact?],-3,0.0,5,-7,10,7,1
CC(=O)NC(=O)NC1CSCC1OC(C)=O (stereo not given),-3,6,-1,-0.2,-9,-28,6,7,-1
CCn1c(SCC(=O)NNC(=O)Cc2ccccc2)nnc1-c1ccncc1,-3,-6,-5,9.2,9,-29,14,1,17
Clc1ccc(OCCOCCOc2cccc3cccnc23)c(Br)c1,2,9,-7,0.8,-80,11,6,.,2
COC(=O)[C@H]1[C@H](C(=O)OC)[C@@H](C(=O)OC)N(c2ccc(OC)cc2)[C@@H]1C(=O)OC,1,-2,-5,0.0,19,-9,17,.,3
Cc1cc(C(=O)N/N=C/c2cccc([N+](=O)[O-])c2O)n[nH]1,-9,8,-10,-0.3,14,25,13,1,0
CC1CCN(c2c(NCC3CCC(C(=O)N4CCCC(C)C4)CC3)c(=O)c2=O)CC1 (stereo not given),0,-1,-7,0.9,27,5,8,-1,5
Cc1ccc(NC(=O)CNC(=O)OCc2ccccc2)cc1C,-3,2,-3,5.7,-18,-18,7,-3,20
CCOC(=O)c1cccc(NC(=O)C2CCCN(S(=O)(=O)c3cnc[nH]3)C2)c1 (stereo not given),-1,4,2,1.3,-6,15,11,1,2
COc1cc(SC)ccc1C(=O)OCC(=O)NCC(C)C,-1,-12,-3,1.1,0,-8,8,-2,-21
COCc1cc(N2CCCCC2)nc(-c2ccccc2)n1,1,1,-2,1.1,36,-2,27,-1,21
COc1ccc(NC(=O)C2CCCN2S(=O)(=O)c2ccc3c(c2)CCC(=O)N3)cc1 (stereo not given),-2,-1,-7,0.5,11,-5,6,-9,0
Cc1ccc(S(=O)(=O)C2(C(=O)NCc3ccc4c(c3)OCO4)CC2)cc1,2,13,1,0.7,18,11,8,2,-2
CCOC(=O)N/N=C/c1ccc(C)o1,-12,-8,-2,-0.3,16,-20,5,1,0
CC(O)c1c(-c2ccccc2)nn(C)c1Cl (stereo not given),-2,-6,-6,0.1,-11,-8,4,5,21
CCOc1ccc(CC(=O)C2C(=O)CC(C)(C)CC2=O)cc1OCC,-2,7[fluorescence artefact?],3,0.2,29,-29,6,3,0
COC(=O)CCC(=O)N1CCc2cc(S(=O)(=O)N3CCc4ccccc43)ccc21,7,-9,4,-0.3,3,-3,9,-8,0
CS(=O)(=O)N(CC(=O)Nc1ccccc1C(=O)N1CCCC1)c1ccc2c(c1)OCO2,-1,6,1,0.4,14,-12,6,4,0
c1ccc(Nc2nc(-c3ccncc3)cs2)nc1,-1,-12,-4,43,-27,-48,13,6,5
COc1ccc(OC)c(NC(=O)c2nc(-c3ccccc3)oc2C)c1,-2,-2,-2,3.4,19,-27,10,17,22
COc1cc(OC)cc(C(=O)Nc2cccc(NC(C)=O)c2)c1,2,1[fluorescence artefact?],3,6.0,1,15,15,-1,1
CCOC(=O)N1CCN(C(=O)c2cc3c(s2)-c2ccccc2OC3)CC1,-6,-1,-23,-0.2,-4,-486,20,-4,24
O=C1C(C=NCCCN2CCCC2=O)=C(O)c2ccccc21,-2,-3,-31,0.0,13,-7,9,-1,3
CC(C)(C)n1nnnc1C(c1cccc(C#N)c1)N1CCC(Cc2ccccc2)CC1 (stereo not given),5,-5,-5,-1.2,8,-15,5,-3,2
Cc1ccc(N2CC(C(=O)Nc3nnc(SCC(=O)Nc4nc(C)cs4)s3)CC2=O)cc1 (stereo not given),-2,7[fluorescence artefact?],30,0.3,-7,-17,6,-5,-1
COc1ccc(CSc2ncnc3sccc23)cc1F,1,1,1,0.1,28,13,1,.,5
# Carrying on.
SMILES,eIF4E-4G inh,14-3-3 Bad inh,TbHK1 inh,L929 necroptosis,EP2 mod,Calpain2 inh,EP2 antag,Rad51 HR inh,Hck Nef HTS
Cc1nc(-c2ccccn2)nc(SCC(=O)c2ccc(F)cc2)c1Cl,3,-2,3,-1.2,-16,8,4,29,10
O=C(CNc1ccc(F)cc1)c1ccccc1,-2,-17,0,1.4,-24,15,6,28,26
O=C(NCc1ccco1)c1ccc2c(c1)N(Cc1ccccc1)C(=O)CS2,.,.,-4,-0.7,-2,21,6,0,-1
CC(C)C(=O)Nc1cccc(C(=O)NCc2ccc(S(N)(=O)=O)cc2)c1,-6,0,4,0.1,-3,15,0,4,0
Cc1ccc(C(=O)N/C(=C/c2ccco2)C(=O)NCCc2c[nH]c3ccccc23)cc1C,2,-14,-7,0.0,1,-36,13,0,0
Cc1cc(C)cc(OCC(=O)Nc2ccc3c(c2)OCO3)c1,0,-6,3,0.4,-37,28,1,-5,23
CC(C)c1c(O)c2c(n(-c3ccccc3)c1=O)CCCC2,3,-6,16,1.6,7,-10,10,.,0
O=[N+]([O-])c1ccccc1/C=N/Nc1nc(N2CCCC2)nc(N2CCCC2)n1,-3,-7,-10,-0.3,-8,-11,5,5,26
COc1ccccc1C(=O)NN1C(=O)/C(=C/c2cccn2C)SC1=S,5,2,-5,3.2,2,9,5,-99,10
COC(=O)c1c(NC(=O)CCC(=O)O)sc(Cc2ccccc2)c1C,2,1,-12,0.1,-9,6,8,13,30
COC(=O)c1ccc(Cl)c(NC(=O)CN(c2ccc(OC)cc2)S(=O)(=O)c2ccccc2)c1,.,.,-2,-0.4,.,.,18,1,0
O=C(CSc1nnc(-c2ccc(S(=O)(=O)N3CCOCC3)cc2)o1)c1ccccc1F,-30[fluorescence artefact?],9[fluorescence artefact?],-26,0.4,6,-30,3,-2,2

# 4 of the compounds above, as labelled records.
> CC(C)c1c(O)c2c(n(-c3ccccc3)c1=O)CCCC2
  eIF4E-4G inh: 3
  14-3-3 Bad inh: -6
  TbHK1 inh: 16
  L929 necroptosis: 1.6
  EP2 mod: 7
  Calpain2 inh: -10
  EP2 antag: 10
  Rad51 HR inh: .
  Hck Nef HTS: 0

> O=[N+]([O-])c1ccccc1/C=N/Nc1nc(N2CCCC2)nc(N2CCCC2)n1
  eIF4E-4G inh: -3
  14-3-3 Bad inh: -7
  TbHK1 inh: -10
  L929 necroptosis: -0.3
  EP2 mod: -8
  Calpain2 inh: -11
  EP2 antag: 5
  Rad51 HR inh: 5
  Hck Nef HTS: 26

> COc1ccccc1C(=O)NN1C(=O)/C(=C/c2cccn2C)SC1=S
  eIF4E-4G inh: 5
  14-3-3 Bad inh: 2
  TbHK1 inh: -5
  L929 necroptosis: 3.2
  EP2 mod: 2
  Calpain2 inh: 9
  EP2 antag: 5
  Rad51 HR inh: -99
  Hck Nef HTS: 10

> COC(=O)c1c(NC(=O)CCC(=O)O)sc(Cc2ccccc2)c1C
  eIF4E-4G inh: 2
  14-3-3 Bad inh: 1
  TbHK1 inh: -12
  L929 necroptosis: 0.1
  EP2 mod: -9
  Calpain2 inh: 6
  EP2 antag: 8
  Rad51 HR inh: 13
  Hck Nef HTS: 30

# These rows are one share of the data; rates above refer to the full screens.
